Compound activity (PubChem)
ALOX12 inh: inhibitors of human 12S-lipoxygenase ALOX12. hit rate 1.1% among 580,000. Potency, µM (doses to about 108 µM), for inactives: at the highest dose activity change, negative = inhibition, usual class: inhibitors. P18054. purified 12hLO, xylenol orange hydroperoxide absorbance; active = well fitted inhibition curve with a large enough effect; inconclusive = small, poorly fitted or top-dose-only effect, or another doubt; inactive = no such curve, though single readings can be large or run the other way
Target sequence (P18054 whole entry, looked up): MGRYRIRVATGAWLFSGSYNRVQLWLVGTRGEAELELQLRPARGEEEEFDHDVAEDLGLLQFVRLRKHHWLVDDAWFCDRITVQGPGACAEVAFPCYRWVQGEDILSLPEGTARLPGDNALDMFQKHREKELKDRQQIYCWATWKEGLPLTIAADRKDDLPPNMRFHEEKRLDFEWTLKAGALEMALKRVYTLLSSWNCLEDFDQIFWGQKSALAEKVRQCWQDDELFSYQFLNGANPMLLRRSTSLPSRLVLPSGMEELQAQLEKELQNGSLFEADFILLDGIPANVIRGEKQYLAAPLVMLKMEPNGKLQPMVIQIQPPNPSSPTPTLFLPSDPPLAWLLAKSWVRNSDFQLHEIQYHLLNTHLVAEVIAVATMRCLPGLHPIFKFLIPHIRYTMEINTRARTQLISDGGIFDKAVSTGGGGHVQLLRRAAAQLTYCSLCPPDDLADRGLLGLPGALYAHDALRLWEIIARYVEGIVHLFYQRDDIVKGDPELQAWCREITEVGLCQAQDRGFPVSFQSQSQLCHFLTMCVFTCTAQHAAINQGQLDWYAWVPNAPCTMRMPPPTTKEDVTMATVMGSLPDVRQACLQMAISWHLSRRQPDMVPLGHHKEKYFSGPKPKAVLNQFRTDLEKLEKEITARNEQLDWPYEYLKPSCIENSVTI
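Purified human 12hLO (150 nM final) in 25 mM Hepes, 0.01% Triton X-100, pH 7.0 was preincubated 15 min at room temperature with compound. Then 40 uM arachidonic acid was added, 30 min. Hydroperoxide was read by Fe-XO absorbance ratio 573/405 nm.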
* hit, by the source's call; ? = inconclusive; ! = not confirmed by another sample; [ ] = remark or other dose. % is scaled to controls: 0 for no effect and ±100 for the full control effect; potency is read from the fitted curve at half-maximal effect. Not all compounds are listed; rates above refer to the full screens.

No.	Structure	ALOX12 inh
1	O=c1c2nnn(Cc3cccc(Cl)c3)c2ncn1Cc1nc(-c2ccccc2)no1	4%
2	COc1ccc(/C=C(/C#N)C(=O)Nc2ccccc2C(=O)O)cc1O	-69%
3	Cn1c(O)c(C2=Nc3ccccc3SC(c3ccc(O)cc3)C2)c(=O)[nH]c1=O (stereo not drawn)	?
4	O=C1CC(c2noc(-c3ccc(F)cc3)n2)CN1c1ccc(F)c(Cl)c1 (stereo not drawn)	19%
5	COc1cccc(-c2cc(-c3c(C)noc3C)c3cncn3c2)c1	12%[176 µM]
6	Cc1cn2nc(C(=O)N3CCC(NC(=O)c4ccc(C)s4)CC3)cc2c(=O)[nH]1	5%
7	COCc1ccc2c(c1)c(OC(C)(C)C(=O)NCC(F)(F)F)nn2Cc1cccnc1	14%[176 µM]
8	O=C(Nc1ccc2oc(-c3ccccc3Br)nc2c1)c1ccc2c(c1)OCO2	-17%
9	COc1cc(C(=O)Nc2nnc(C(C)C)s2)cc(Cl)c1OCC(C)C	-9%
10	CC(C)NC(=S)NNC(=O)C1(c2ccccc2)CCC1	-4%
11	O=C1CCN(S(=O)(=O)c2ccccc2)CCCN(C(=O)c2ccsc2)CCN1	42%[activator]
12	CN(Cc1cccnc1)Cc1ccccc1C(F)(F)F	59%[activator][176 µM]
13	CC(=O)c1c(C)[nH]c(C(=O)OC(C)c2nc(-c3ccccc3)no2)c1C (stereo not drawn)	7%
14	CN(C)c1ccc(-c2nccc(NCCN3CCOCC3)n2)cc1	?
15	O=C1C(=O)N(C23CC4CC(CC(C4)C2)C3)C(=O)N1Cc1coc(-c2ccc(F)cc2)n1	-18%
16	O=C(O)COCC(=O)N1CC[C@H]2COC(=O)N2c2cc(F)ccc2C1	?
17	COc1cc(C(=O)NC2CCOC2=O)cc(OC)c1OC (stereo not drawn)	?
18	CCCCCCCCN1C(=O)[C@H](CC(=O)NCCc2ccccc2OC)C[C@@]2(C(=O)OCC)CCC=C12	-22%
19	COc1ccc2c(C)c(CC(=O)NCCc3ccccc3)c(=O)oc2c1	-30%
20	CCn1c(CO)nnc1C1CC(NC(=O)Cc2ccc(-n3cnnn3)cc2)C1 (stereo not drawn)	5%

Later entries.
No.	Structure	ALOX12 inh
21	Cc1ccc(C(=O)/C=C/c2cc(Br)c(O)c(Br)c2)cc1	28µM*
22	CCN1CCN(CCN2CC3(CCN(C4CCOCC4)CC3)OC2=O)CC1	72%[activator]
23	O=C(NCCc1ccncc1)[C@@H]1[C@@H](CO)[C@@H]2Cn3c(ccc(-c4ccccc4)c3=O)[C@@H]2N1C(=O)C1CC1	?
24	CC(C)(C)c1ccc(OCc2nn3c(CN4CCCCC4)nnc3s2)cc1	-25%
25	CC(C)NC(=O)C[C@@H]1CCNC[C@@H]1Cc1cc(CSc2ccccc2)on1	29%[176 µM]
26	Cc1nnc(SCC(=O)Nc2nncs2)n1C(C)C	28%
27	Cc1ccc(Cn2cc(COC(=O)Nc3ccc(F)cc3)nn2)cc1	-21%
28	Cc1cnc(C(=O)OCc2cc(=O)oc3cc(C)c(C(C)C)cc23)cn1	-27%
29	O=C(CCC[C@@H]1[C@H]2CCCN3CCC[C@@H](CN1C(=O)c1ccccc1)[C@@H]23)NCc1ccc(F)cc1	22%
30	CCCCNc1nc(-c2c(N)n(CCC)c(=O)n(C)c2=O)cs1	-46%
31	Cc1oc2cc(OCC(=O)NCc3ccco3)ccc2c(=O)c1Oc1ccccc1Br	-56%
32	CCOc1cc(=O)n2c(c1C(=O)NCc1ccccn1)CCCCC2	55%[activator]
33	COc1ccc(-c2c(C)oc3cc(OC)ccc23)cc1	?
34	Cc1noc(CN(C)C(=O)C2C3C(=O)N(Cc4ccc(C)c(C)c4)C[C@@]34C=C[C@@H]2O4)n1 (stereo partly drawn)	34%
35	CNC(=O)[C@H]1C[C@H](Oc2ccccc2)CN1C(=O)CCn1nc(C)cc1C	31%[activator]
36	O=C(NCc1ccccc1)[C@H]1CCCN1C(=O)[C@H]1CCCN1C(=O)c1ccc(F)c(C(F)(F)F)c1	-18%
37	Cc1cccc(NC(=O)Cn2c(N3CCCCC3)nc(C)c(C)c2=O)c1	17%
38	CCOC(=O)C1=C(C)N=C2SC=C(CC(=O)NCCOC)N2C1c1cccc([N+](=O)[O-])c1 (stereo not drawn)	5%
39	O=C(Cc1ccccc1Cl)NC1CCC(c2ccccc2)CC1 (stereo not drawn)	12%
40	CCCNC(=O)N1CCC(Oc2ncccc2C(=O)N(C)C)C1 (stereo not drawn)	2%

Remaining list, next part:
No.	Structure	ALOX12 inh
41	Cc1ccccc1C(=O)Nc1cccc(NC(=O)CC23CC4CC(CC(C4)C2)C3)c1	-14%
42	O=C1CCCCC(C(=O)N2CCc3ccccc3C2)N1 (stereo not drawn)	24%
43	CN(C)CC(O)COc1ccc(NC(=O)Nc2ccc(F)cc2)cc1 (stereo not drawn)	-7%
44	Cc1ccc(S(=O)(=O)N2CCCC(CCC(=O)NCc3ccccn3)C2)cc1 (stereo not drawn)	54%[activator]
45	Cc1cc(C)nc(NC(c2ccsc2)c2cc(C)sc2NC(=O)c2ccco2)n1 (stereo not drawn)	?
46	COc1cc(F)ccc1-c1cc(C(=O)NCc2ccnc(N)c2)c2c(c1)ncn2C	?
47	CCn1nc2n(c1=O)CCN(Cc1cc(C)ccc1C)C2=O	21%
48	CCN(CC)CCNc1ncnc2c1oc1nc(C)c3c(c12)CC(C)(C)OC3	-18%
49	Nc1cc(C(=O)OCc2cccc(F)c2F)ccc1Cl	5%
50	O=C1N(Cc2ccccc2)c2ccccc2C12CCN(Cc1ccccc1)C2 (stereo not drawn)	?
51	C=CCOc1ccc(C(=O)Nc2ccccc2-c2ccccc2)cc1	7%
52	O=C1CCC2(C(=O)NCCCN3CCOCC3)CCCC=C2N1c1ccccc1 (stereo not drawn)	67%[activator]
53	CCOc1ccc(NC(=O)CSC2=C(C#N)C(c3ccc(Cl)cc3)C3=C(CCCC3=O)N2)cc1 (stereo not drawn)	?
54	NCc1ccccc1OC(F)(F)F	4%
55	CCNC(=S)Nc1cccc(C#N)c1	13%
56	COc1cccc(CNC(=O)COc2ccc3c(C)cc(=O)oc3c2)c1	42%
57	CC(C)NC(=O)N1CC2(CCN(C(=O)c3cc(C(F)(F)F)cc(C(F)(F)F)c3)CC2)C1	1%[57.4 µM]
58	COc1cc(C(=O)/C=C/c2ccccc2F)ccc1S(C)(=O)=O	-5%
59	Cc1ccc(-c2cc(C(=O)OCC(=O)NC(=O)C3CCCCC3)c3ccccc3n2)o1	?
60	CS(=O)(=O)N1CCC(NC(=O)CCc2cc3n(n2)CCCNC3)CC1	53%[activator]

(next part)
No.	Structure	ALOX12 inh
61	Oc1ccccc1CN1CCNc2cc(-c3ccccc3)ncc2C1	?
62	CC(C)(O)C#Cc1ccc(C(=O)NCC(N)=O)cc1	23%
63	CC1(C)[C@H]2CC[C@@H](CNC(=O)c3cccc(Br)c3)[C@@H]1C2	37%[176 µM]
64	Cc1ncoc1C(=O)N1CCCC(c2nc(-c3cccnc3)no2)CCNC(=O)CC1 (stereo not drawn)	-6%
65	O=C(CSc1nc2ccccc2o1)OCC(=O)c1ccc(Br)cc1	?
66	O=C(O)C[C@@H]1CCN(C(=O)Nc2cccc(C(F)(F)F)c2)C[C@@H]1CC1=NCCc2cc(F)ccc21	?
67	COc1ccc(OC)c(-c2cc(-c3cccs3)nc3c(C)noc23)c1	-2%[176 µM]
68	CS(=O)(=O)N1CCCC1c1noc(CCC(=O)NCc2ccncc2)n1 (stereo not drawn)	21%
69	COc1ccc(-c2ccc3ncc(Nc4ccc(OC)c(OC)c4)n3n2)cn1	4%[176 µM]
70	O=C(CSc1ncc(-c2ccc(Br)cc2)o1)N1CCCCC1	-12%
71	COc1ccc2c(c1)OCCN(c1ccc(NC(=O)c3ccc(F)cc3)cc1C(=O)O)C2	?
72	O=c1[nH]c(C2CCCN(Cc3cccc(-c4ccsc4)c3)C2)nc2ccc(F)cc12 (stereo not drawn)	25µM*!
73	O=C1N(C2CCCCC2)C[C@H]2CN(Cc3cccc(OC(F)(F)F)c3)CCN12	12%[176 µM]
74	O=C(NC1CCCCC1)N1c2ccccc2CC1c1noc(C2CCOCC2)n1 (stereo not drawn)	60%[activator]
75	O=C(c1coc(CN2CCOCC2)c1)N1CCC2(CC1)[C@H](O)C[C@@H]2O	46%
76	CC(=O)Nc1ccc(CN2CCC3(CC2)NC(=O)c2ccccc2O3)cc1	-4%
77	Cc1ncc(-c2ccc(S(=O)(=O)Nc3cccc(Cl)c3C)cc2)o1	?
78	Cc1nnc2ccc(N3CCC(C(=O)O)CC3)nn12	32%[activator]
79	O=C(O)C[C@@H]1CCN(C(=O)COc2ccccc2)C[C@@H]1CCN1CCN(c2ccccc2)CC1	41%[activator]
80	O=C(NCCN1CCOCC1)C1CCC(=O)N(CCCc2ccccc2)C1 (stereo not drawn)	10%

Continuation.
No.	Structure	ALOX12 inh
81	O=C(Nc1nc(-c2ccc(Cl)cc2Cl)cs1)C1CCN(C(=O)c2ccco2)CC1	?
82	COCCn1c(=O)c(CCc2ccccc2)nc2cnc(Oc3ccc(OC)cc3)nc21	?
83	COc1ccc(S(=O)(=O)Oc2ccc3cc(-c4ccc(OC)c(OC)c4)c(=O)oc3c2)cc1	-29%
84	Cc1ccc2c(COC(=O)Cc3n[nH]c(=O)c4ccccc34)cc(=O)oc2c1	?
85	C[C@H]1CN([C@@H](C)CO)C(=O)CCCn2cc(nn2)CO[C@@H]1CN(C)S(=O)(=O)c1ccc(F)cc1	3%
86	CC(C)NC(=O)N1CCN(C(=O)C2CCNCC2)[C@@H](C(=O)N[C@H](Cc2c[nH]c3ccccc23)C(N)=O)C1	-16%
87	Cc1cc(C)c(NC(=O)CSc2ncc(-c3ccc(F)cc3)o2)c(C)c1	?
88	COC(=O)C1CN(Cc2cn(Cc3ccc(C)cc3)nn2)CCS(=O)(=O)N1Cc1ccc(C)cc1 (stereo not drawn)	16µM*
89	CCCC[n+]1c(NCc2cc(Cl)ccc2[O-])[nH]c2ccccc21	-26%
90	Cc1nc(C2(NC(=O)CCn3c(=O)n(C)c4ccccc43)CCCCC2)no1	-9%
91	Cc1ccc(Cl)cc1-n1ncc2c(NC3CCCC3)ncnc21	-55%
92	CN(C)C(=O)C(NCCc1c[nH]c2ccccc12)c1ccccc1 (stereo not drawn)	0%
93	CC1=C[C@@H](CNCc2ccncc2)[C@H](C(C)C)C[C@H]1Cc1nnc(-c2ccc(C)cc2)o1	-7%[176 µM]
94	CCCC1Cc2c(sc3nc(SCC)nc(N)c23)CO1 (stereo not drawn)	47%
95	O=C(NCCN1CCOCC1)C1CN(S(=O)(=O)c2ccccc2)CC12CCCCC2 (stereo not drawn)	1%
96	COc1ccc(C(=O)NC2CCN(c3cc(-c4ccc(OC)cc4)[nH]n3)C2)cc1 (stereo not drawn)	35%[activator]
97	CNC(=O)[C@@H]1C[C@@H](O)CN1C1CCN(C(=O)c2ccccc2OC)CC1	17%

From entry 76 to 94, copied from above:
No.	Structure	ALOX12 inh
76	CC(=O)Nc1ccc(CN2CCC3(CC2)NC(=O)c2ccccc2O3)cc1	-4%
77	Cc1ncc(-c2ccc(S(=O)(=O)Nc3cccc(Cl)c3C)cc2)o1	?
78	Cc1nnc2ccc(N3CCC(C(=O)O)CC3)nn12	32%[activator]
79	O=C(O)C[C@@H]1CCN(C(=O)COc2ccccc2)C[C@@H]1CCN1CCN(c2ccccc2)CC1	41%[activator]
80	O=C(NCCN1CCOCC1)C1CCC(=O)N(CCCc2ccccc2)C1 (stereo not drawn)	10%
81	O=C(Nc1nc(-c2ccc(Cl)cc2Cl)cs1)C1CCN(C(=O)c2ccco2)CC1	?
82	COCCn1c(=O)c(CCc2ccccc2)nc2cnc(Oc3ccc(OC)cc3)nc21	?
83	COc1ccc(S(=O)(=O)Oc2ccc3cc(-c4ccc(OC)c(OC)c4)c(=O)oc3c2)cc1	-29%
84	Cc1ccc2c(COC(=O)Cc3n[nH]c(=O)c4ccccc34)cc(=O)oc2c1	?
85	C[C@H]1CN([C@@H](C)CO)C(=O)CCCn2cc(nn2)CO[C@@H]1CN(C)S(=O)(=O)c1ccc(F)cc1	3%
86	CC(C)NC(=O)N1CCN(C(=O)C2CCNCC2)[C@@H](C(=O)N[C@H](Cc2c[nH]c3ccccc23)C(N)=O)C1	-16%
87	Cc1cc(C)c(NC(=O)CSc2ncc(-c3ccc(F)cc3)o2)c(C)c1	?
88	COC(=O)C1CN(Cc2cn(Cc3ccc(C)cc3)nn2)CCS(=O)(=O)N1Cc1ccc(C)cc1 (stereo not drawn)	16µM*
89	CCCC[n+]1c(NCc2cc(Cl)ccc2[O-])[nH]c2ccccc21	-26%
90	Cc1nc(C2(NC(=O)CCn3c(=O)n(C)c4ccccc43)CCCCC2)no1	-9%
91	Cc1ccc(Cl)cc1-n1ncc2c(NC3CCCC3)ncnc21	-55%
92	CN(C)C(=O)C(NCCc1c[nH]c2ccccc12)c1ccccc1 (stereo not drawn)	0%
93	CC1=C[C@@H](CNCc2ccncc2)[C@H](C(C)C)C[C@H]1Cc1nnc(-c2ccc(C)cc2)o1	-7%[176 µM]
94	CCCC1Cc2c(sc3nc(SCC)nc(N)c23)CO1 (stereo not drawn)	47%
